ALOX12 inh = Primary qHTS assay for inhibitors of human arachidonate 12S-lipoxygenase (ALOX12): Round 2. Polyunsaturated fatty acid lipoxygenase ALOX12 (Homo sapiens), P18054. purified 12hLO, xylenol orange hydroperoxide absorbance. Potency, µM (doses to about 108 µM), inactives show at the highest dose activity change, negative = inhibition, actives largely listed as inhibitors. actives 1.1% (n = 580,000); active means well fitted inhibition curve with a large enough effect; inconclusive means small, poorly fitted or top-dose-only effect, or another doubt; inactive means no such curve, though single readings can be large or run the other way
Target sequence (P18054 whole entry, looked up): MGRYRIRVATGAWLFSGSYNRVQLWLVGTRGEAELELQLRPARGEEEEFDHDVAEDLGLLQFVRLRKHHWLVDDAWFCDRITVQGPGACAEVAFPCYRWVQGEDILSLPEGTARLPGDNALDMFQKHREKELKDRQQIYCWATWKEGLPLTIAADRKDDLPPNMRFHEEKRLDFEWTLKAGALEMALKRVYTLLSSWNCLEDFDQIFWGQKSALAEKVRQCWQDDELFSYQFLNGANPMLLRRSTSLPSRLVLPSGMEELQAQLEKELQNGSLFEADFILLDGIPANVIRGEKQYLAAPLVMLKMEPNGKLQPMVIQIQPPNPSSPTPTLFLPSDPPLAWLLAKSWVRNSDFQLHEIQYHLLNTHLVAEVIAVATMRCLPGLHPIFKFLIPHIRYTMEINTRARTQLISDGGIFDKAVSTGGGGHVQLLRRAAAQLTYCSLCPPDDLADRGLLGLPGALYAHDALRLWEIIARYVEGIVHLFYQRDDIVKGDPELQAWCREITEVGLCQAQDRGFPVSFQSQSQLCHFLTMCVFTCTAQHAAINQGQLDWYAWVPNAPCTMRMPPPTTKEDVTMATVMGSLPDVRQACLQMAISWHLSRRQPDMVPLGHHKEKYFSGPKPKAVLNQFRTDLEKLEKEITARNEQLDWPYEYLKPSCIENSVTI
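Purified human 12hLO (150 nM final) in 25 mM Hepes, 0.01% Triton X-100, pH 7.0 was preincubated 15 min at room temperature with compound. Then 40 uM arachidonic acid was added, 30 min. Hydroperoxide was read by Fe-XO absorbance ratio 573/405 nm.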
Active calls of the source: *; ? = inconclusive; [ ] = another dose, or the depositor's remark. On the % scale 0 is the no-effect control and ±100 the full control effect; potency means the concentration at half of the fitted maximal effect. Some of the compounds tested; rates above refer to the full screens.

| Molecule | ALOX12 inh |
| --- | --- |
| CCNC(=O)N(C)[C@H]1C[C@H]2c3[nH]c4c(-c5cccc(C)c5)cccc4c3CCN2C[C@H]1[C@H](C)O | 130.3%[activator] |
| Cn1c(=O)c2c(ncn2CC(=O)Nc2ccccc2Cc2ccccc2)n(C)c1=O | ? |
| COc1nc2ccccc2nc1N1CCC(C(=O)Nc2cccc(C)c2)CC1 | 6.0% |
| O=S1(=O)CC(N2CCCC2)CN1Cc1cn(Cc2cccc(C(F)(F)F)c2)nn1 (stereo unspecified) | 11.7% |
| COc1ccc(NC(=O)CSc2nc(N3CCOCC3)c3c(c2C#N)CC(C)(C)OC3)cc1 | ? |
| CN(C)C(=O)SN(C(=O)c1ccccc1)c1ccccc1 | ? |
| O=C(NCc1ccccc1)C(=O)N1CCN(C(=O)c2cc3ccccc3[nH]2)CC1 | 9.8% |
| Cc1ccc(NC(=O)N2CCC(N3CC4CC(C3)[C@H]3CCCC(=O)N3C4)CC2)cc1F (stereo partly specified) | ? |
| Cc1noc(C)c1S(=O)(=O)N1CCn2ncc(C(=O)Nc3ccc(Cl)cc3Cl)c2C1 | 1.5%[6.33 µM] |
| COCCN1CCOc2nc(-c3ccc(C(=O)N(C)C)cc3)ncc2C1=O | -10.2%[176 µM] |
| CC(C)=NNC(=O)c1ccccc1 | 39.1%[activator] |
| COc1ccc2cnn(CC(=O)Nc3ccc(F)c(Cl)c3)c(=O)c2c1OC | 19.6% |
| Cc1ccc(CNC(=O)Nc2c(NC3CCCC3)c3ccccc3oc2=O)cc1 | ? |
| Cc1cc(C)n2ncc(C(=O)NCc3cc4n(n3)CCN(C(=O)N(C)C)C4)c2n1 | 12.7% |
| COc1cc(C#N)ccc1OCc1ccc(Cl)cc1Cl | 5.6% |
| CC1=C[C@@H](CNC(=O)Cc2ccccc2)[C@H](C(C)C)C[C@H]1Cc1nc2ccncc2[nH]1 | 73.2%[activator][176 µM] |
| O=C1CC(c2noc(-c3ccccc3Cl)n2)CN1c1ccc(F)cc1 (stereo unspecified) | 17.3% |
| COc1ccc(CC(=O)NC2CCCN(c3cc(-c4ccc(OC)cc4)[nH]n3)C2)cc1 (stereo unspecified) | -26.9% |
| COc1ccc2cc(C3CN(c4ncnc(C)c4C)CCO3)ccc2c1 (stereo unspecified) | 41.0%[activator] |
| CCOC(=O)C1=C(C)N=C2SCC(=O)N2C1c1cccc(OC)c1 (stereo unspecified) | 25.7% |
| CCc1nccn1CCNC(=O)c1cccc(C2CCNC2)c1 (stereo unspecified) | 5.6% |
| O=C1NCCOCCCN(S(=O)(=O)c2ccc3c(c2)CCC3)[C@H]2CCCC[C@@H]12 | 28.2% |
| CCC(Oc1ccc(Br)cc1)C(=O)O (stereo unspecified) | -20.7% |
| Cc1ccc(CC(=O)N2CCC(Cc3nc(C(C)C)no3)CC2)cc1 | -0.9% |
| N#Cc1ccnc(-c2nnc3ccc(NCc4cnccn4)nn23)c1 | 40.0%[activator][176 µM] |
| N#Cc1cccc(NC(=S)N[C@H]2CO[C@H]3[C@@H]2OC[C@@H]3n2nnnc2Oc2ccccc2)c1 | 4.6% |
| CCOC(=O)C1CCC(CNC(=O)Nc2c(NC3CCCCC3)c3ccccc3oc2=O)CC1 (stereo unspecified) | ? |
| CNC(=O)c1ccc(NC(=O)CSCc2csc(-c3ccc(C)cc3)n2)cc1 | -3.1% |
| O=C(Nc1ccccc1)c1cc2n(n1)CC(c1ccc3c(c1)OCO3)OC2 (stereo unspecified) | 42.0%[activator] |
| COc1cccc(C2=NC(C)(CC(=O)NCc3cccc(O)c3)ON2C)c1 (stereo unspecified) | -22.6% |

Other results follow:
| Molecule | ALOX12 inh |
| --- | --- |
| C=C(C)c1c(-c2ccc(OC)cc2)noc1C(C)(C)O | 7.1% |
| CN(Cc1ccccc1)C(=O)[C@@H]1CCCN1C(=O)[C@@H]1CCCN1C(=O)c1cccc(Cl)c1 | -2.8% |
| Fc1ccc(-c2cnc3n2C[C@H](CNC2CCCC2)OC3)cc1 | 40.1%[activator][176 µM] |
| O=C(Nc1cccc2ccccc12)O[C@@H]1CO[C@H]2[C@@H]1OC[C@@H]2NS(=O)(=O)c1cccs1 | 5.2% |
| CCOc1cc(=O)n2c(c1C(=O)NCc1ccc3c(c1)OCO3)CCCC2 | ? |
| Cc1cc(C)cc(Cn2cc(CN3CC(N4CCSCC4)CS3(=O)=O)nn2)c1 (stereo unspecified) | -1.4% |
| CN(C)c1cccc(-c2cc(C(=O)NCCc3ccccn3)c3c(c2)ncn3C)c1 | 53.2%[activator][176 µM] |
| COc1ccc(-n2cc(CN3CCCC(CO)C3)c(-c3cccc(F)c3)n2)cc1 (stereo unspecified) | -0.6% |
| COC(=O)Cc1nnn2c1[C@H](C)[C@@H](OC)c1ccc(C(F)(F)F)cc1-2 | 3.0% |
| Cc1cc(Br)cc(C)c1C(=O)O | -23.2% |
| Cc1ccc(OC2(C(=O)NCc3cccc(N(C)C)c3)CCNCC2)cc1 | ? |
| CCC(=O)N1c2ccc(S(=O)(=O)CCC(=O)Nc3cccc(C)c3C)cc2CC1C (stereo unspecified) | -6.0% |
| Cc1c(Cl)cccc1NC(=O)Nc1cccc(-c2nnc3n2CCCC3)c1 | 18.9% |
| C=CCN=C1NC(c2ccccc2)C(C(=O)OC)=C(C)N1Cc1ccc(C(F)(F)F)cc1 (stereo unspecified) | ? |
| CCCC(C)NC(=O)Cc1c(C)[nH]c2ccc(F)cc12 (stereo unspecified) | -6.6% |
| COc1cc(/C=N/O)c(Br)cc1OCC(=O)NN | 3.2% |
| CN(CCc1ccccc1)c1cnn(CCCn2cnnn2)c(=O)c1 | 46.5%[activator] |
| Cc1cccc(-c2noc([C@@H]3Cc4nc[nH]c4CN3C(=O)NC(C)C)n2)c1 | ? |
| O=C1Nc2ccccc2CN(CC2CCCCC2)C12CCNCC2 | ? |
| CC(Sc1nc(-c2ccco2)nc2ccccc12)C(=O)N(C(C)C)C(C)C (stereo unspecified) | ? |
| CC(C)NC(=O)c1ccc2nccn2c1 | -0.8%[12.5 µM] |
| O=C(c1ccc2ccccc2n1)N1CCc2nnc(CCc3ccccc3)n2CC1 | 6.4% |
| Cc1c(Cl)cccc1NCC(=O)N1CCN(S(C)(=O)=O)CC1 | ? |
| CCN1CCN(C(=O)c2cnc(N3CCOCC3)c3ccccc23)CC1 | -1.2% |
| CC(C)(C)C(=O)N1CCC(C(=O)N2CCC(c3nc4ccccc4o3)CC2)CC1 | 0.2% |
| COc1ccc(CN2CCC3(CC2)Cc2ccccc2CNC3=O)cc1F | 15.6%[6.33 µM] |
| Cc1ccccc1CNC(=O)Cn1cnc(NC(=O)c2ccccc2)n1 | 35.7%[activator] |
| CCn1nnc2cc(C(=O)Nc3nc(-c4ccc(NC(=O)C(C)(C)C)cc4)cs3)ccc21 | 28.1% |
| C=CCCC(CN1CCCOCC1)Oc1cc(C#N)ccn1 (stereo unspecified) | 10.7% |
| CC(C)(C)OC(=O)NC(C)(C)C(=O)NOCc1ccccc1 | 16.9% |

Part of the list above in another layout.
CC(C)(C)OC(=O)NC(C)(C)C(=O)NOCc1ccccc1
  ALOX12 inh: 16.9%

COc1ccc(-n2cc(CN3CCCC(CO)C3)c(-c3cccc(F)c3)n2)cc1 (stereo unspecified)
  ALOX12 inh: -0.6%

Next structures follow.
| Molecule | ALOX12 inh |
| --- | --- |
| O=C(c1ccc2cc[nH]c2c1)N1CCN(S(=O)(=O)c2cccc3nonc23)CC1 | -22.2% |
| O=C(O)CNc1ccccc1 | ? |
| CC(C)N1CC2CCC(C1)N2Cc1cccc(C#N)c1 | 42.8%[activator][176 µM] |
| CCN1C(=O)CCC2(C(=O)Nc3ccc(C)cc3)CCCC=C12 (stereo unspecified) | 33.6% |
| O=C1c2c(nc(COc3ccc(F)cc3)n2Cc2ccccc2)NCCN1CCOc1ccccc1 | 0.3% |
| Cc1cccc(C)c1NC(=O)N1CCC(OC2CCN(Cc3ccccc3)CC2)CC1 | 8.4% |
| O=C(Nc1ccccc1)c1cc2n(n1)CC(c1ccc(Cl)cc1)OC2 (stereo unspecified) | -4.0% |
| Cc1cc(C(=O)O)cc(S(=O)(=O)Nc2ccc(Cl)c3cccnc23)c1C | 24.4% |
| CCc1nc2nccc(-c3cc(OC)c(OC)c(OC)c3)n2n1 | 47.9%[activator] |
| Cc1ccc(-c2cc(C(=O)N3CCC(c4cc(CC(=O)O)[nH]n4)CC3)n[nH]2)o1 | 27.3% |
| COc1ccc(C2(C(=O)N3CCCCCC3c3nc(C4CC4)no3)CC2)cc1 (stereo unspecified) | 1.6% |
| CCOc1ccc(N/C=C/C(=O)c2cc(C)ccc2C)cc1 | ? |
| CCCCN(CCN(CCCC)C(=O)N1CCOCC1)C(=O)N1CCOCC1 | -21.7%[22.9 µM] |
| Cc1nc(C2CC(NC(=O)Cn3cc(Cl)c(C)n3)C2)cc(=O)[nH]1 (stereo unspecified) | 9.8% |
| CCN(CC)CC(=O)NC(=O)NC1CCCCC1 | -2.2% |
| CC(C)Oc1c(I)cc(I)cc1/C=C(\C#N)c1nc2ccccc2[nH]1 | -2.9% |
| Cc1noc(-c2cccn3c(CNC(=O)c4ccc(F)c(Cl)c4)nnc23)n1 | -6.7% |
| COC(=O)c1ccc2nc(CO[C@H]3CN(Cc4ccc(C(F)(F)F)cc4)C[C@H]3F)[nH]c2c1 | 63.5%[activator] |
| COc1ccc2c(c1)c(C(C(=O)O)N1CCN(Cc3ccccc3)CC1)cn2CCC(=O)O (stereo unspecified) | ? |
| COC(=O)c1cc2c(c3c4cc(F)ccc4n(S(=O)(=O)c4cccc(C)c4)c13)C(=O)N(Cc1ccc(N(C)C)cc1)C2 | -8.5% |
| COc1ccc(-c2nc3c(C(C)(C)C)cc(C(C)(C)C)c(O)c3o2)cc1OC | ? |
| COC(=O)c1cc2n(n1)CCN(C(=O)CNS(=O)(=O)c1cccs1)C2 | 4.3% |
| O=C(c1csc2nc(-c3ccc(F)cc3)cn12)N1C[C@H]2CC[C@@H](C1)N2 | ? |
| COc1ccc(OC)c(CNC(=O)c2ncoc2-c2cccc(Cl)c2)c1 | ? |
| COc1ccc(CNC(=O)Cn2c(C)cc3nc4n(c(=O)c32)CCCCC4)cc1OC | -3.2% |
| Cc1noc(C)c1C(=O)N1C[C@@H](COCC2CC2)[C@H](c2ccccn2)C1 | 59.4%[activator] |
| COc1ccc(CC(=O)N2CC[C@@H](CC(=O)O)[C@@H](CC3=NCCc4cc(OC)c(OC)cc43)C2)cc1 | ? |
| CNC(=O)[C@@H]1C[C@H](n2cc(C(C)(C)NC(=O)c3ccccc3OC)nn2)CN1 | 4.6% |
| CCn1ccc(C(=O)N2CCC(F)(c3nc(-c4ccncc4)no3)CC2)n1 | 93.9%[activator] |
| Cc1nc(CN2CCOc3c(O)cc(-c4nc5ccccc5s4)cc3C2)no1 | 35.0% |

Additional entries:
| Molecule | ALOX12 inh |
| --- | --- |
| Cc1nnc(-c2cc(Nc3cccc(N(C)C)c3)ccn2)n1C1CCCCC1 | 10.0%[176 µM] |
| CC1(C(=O)N2CCCC2C(=O)Nc2ccccc2Oc2cccnc2)CC1 (stereo unspecified) | -1.3% |
| O=C(N[C@@H]1COCC[C@H]1OCc1ccccn1)c1cnc(C2CC2)nc1 | 2.4% |
| Cc1ccsc1CN1CCC(CO)(CN2CCCC2)CC1 | 34.1% |
| O=C(c1nc2sccn2c1Br)N1CCC(N2CCCCCC2=O)CC1 | 10.6% |
| COc1ccc(Cn2c(C3CCN(C(=O)c4ccccc4Cl)CC3)n[nH]c2=O)cc1 | -16.0% |
| Cc1ccccc1-n1nnc(C(=O)NC2CCCCC2)c1N | 37.6% |
| O=S(=O)(Nc1ccc(-c2cn3ccsc3n2)cc1)c1cccs1 | 22.6% |
| CCCn1c(SCc2cc(=O)oc3cc(C)c(C(C)C)cc23)n[nH]c1=O | -0.2% |
| COc1cc(=O)n2c(c1C(=O)N1CCN(c3ccc(C)cc3C)CC1)CCCC2 | 51.8%[activator] |
| CN(Cc1cn(-c2ccccc2)nn1)Cc1nccn1Cc1ccccc1 | 12.3% |
| NCCN1C(=O)CC[C@H]2CN(C(=O)c3ccc(Cl)s3)CC[C@H]21 | 2.8% |
| Cc1cc(OC(=O)NCCc2ccc(F)cc2)ccc1F | 0.0% |
| Cc1ccc(CN2CCC3OCCN(Cc4ccccc4)C(=O)C3C2)o1 (stereo unspecified) | -13.7%[176 µM] |
| O=c1c2ccccc2nc(SCc2nc3ccccc3o2)n1C1CC1 | 12.2% |
| COCCn1nc2n(c1=O)CCN(S(=O)(=O)c1ccc3c(c1)CCC3)CC2 | 15.0% |
| CC1=NS(=O)(=O)N(Cc2cccc(Cl)c2)C=C1C(=O)O | 7.4% |
| Cc1ccccc1C(=O)N[C@@H]1CN(c2ncccn2)C[C@H]1CO | 20.9% |
| CC(C)Cc1cc(CC2(NC3CCOCC3)COC2)no1 | 11.3%[176 µM] |
| O=C(NC1CCOCC1)c1cc(-c2ccccc2F)cc2c1OCCN2Cc1cccnc1 | -4.6% |
| COCc1nc(C2CCN(C(=O)NCC(=O)OC)C2)no1 (stereo unspecified) | 49.1%[activator] |
| CC(=O)NCCNc1ccnc(-c2ccccc2C)n1 | ? |
| CN1CCCCCC1C(=O)NCCN1Cc2ccccc2OC(c2ccsc2)C1 (stereo unspecified) | -0.1% |
| O=C(Cc1ccsc1)NCc1cccs1 | ? |
| CCNC(=O)NC(=O)C(C)OC(=O)c1ccc2ccccc2n1 (stereo unspecified) | ? |
| CCOC(=O)C1=C(C)N=C2SC=C(CC(=O)NC3CC3)N2C1c1ccccc1C (stereo unspecified) | 73.9%[activator] |

Source: PubChem (National Center for Advancing Translational Sciences (NCATS))
